# TCR-CD3 inh: inhibitors of human TCR-CD3 interaction | TAMRA-labeled TCR probe fluorescence, biochemical | inhibition, % at 9.4 µM | hit rate 0.37% among 360,000; in the data active means inhibition above about 19%;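 further: recombinant mutant TCR 2C K166C tagged with TAMRA read by polarization; 0% = receptor in buffer alone and 100% = receptor with positive control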
# NR1D1 modulator: Rev-erb alpha (human) modulation; activity, % at 10 µM; Rev-erbα–FITC-DNA binding, fluorescence polarization, 90 min; hit rate 0.79% among 370,000; AID 1259318; P20393;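 active means activity above about 14%, limit read from the data; passing the limit was not always enough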;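 further: 0% = DMSO wells with 35 nM protein and 100% = DMSO wells with 750 nM protein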
# rCAG RNA binder: molecules binding r(CAG) RNA repeats | r(CAG) RNA repeat, TO-PRO-1 dye displacement fluorescence | inhibition, % at 3 µM | hit rate 1.3% among 370,000 | AID 651821;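 active means inhibition above the plate cutoff, the mean of all test compounds on that plate plus 3 SD, cut at about 35% in these data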;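 further: 0% = DMSO alone and 100% = 100 µM mitoxantrone as full dye displacement; higher means more dye released from RNA so lower well fluorescence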
# ABHD4 inh: ABHD4 (mouse) inhibition, primary FP screen; inhibition, % at 8.92 µM; purified mABHD4, FP-Rh probe fluorescence polarization; hit rate 0.54% among 370,000; Q8VD66;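 active means inhibition exceeding the mean over every tested compound plus 3 SD, cut at about 30% in these data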;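 further: 0% = plate median of compound wells and 100% = S159A mutant with DMSO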
# Target sequence (Q8VD66 whole entry, looked up): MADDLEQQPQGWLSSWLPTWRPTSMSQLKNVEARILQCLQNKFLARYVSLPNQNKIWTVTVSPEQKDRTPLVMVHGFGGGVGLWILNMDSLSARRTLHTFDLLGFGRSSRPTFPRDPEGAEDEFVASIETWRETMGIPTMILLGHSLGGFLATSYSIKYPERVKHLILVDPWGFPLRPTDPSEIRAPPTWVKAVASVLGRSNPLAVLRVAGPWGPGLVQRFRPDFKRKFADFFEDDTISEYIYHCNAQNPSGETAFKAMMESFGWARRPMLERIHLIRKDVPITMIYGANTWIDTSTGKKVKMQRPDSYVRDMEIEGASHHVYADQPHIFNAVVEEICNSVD
#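 Test system: mouse ABHD4 enzyme, wild type. Reagent: FP-Rh fluorescent activity-based probe, added after compound pre-incubation. Timing: pre-incubation 45 min, probe exposure 60 min, at 25 °C. Technique: FP readout, ex 525 nm / em 598 nm. Benchmarks: high control S159A mutant with DMSO, low control median of compound wells.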
# PRMT1 inh: inhibitors of human PRMT1; Q99873; recombinant PRMT1, activity-based probe fluorescence polarization; inhibition, % at 2.79 µM; AID 652257; hit rate 1.3% among 370,000;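 active means inhibition above about 21% made by adding two undisclosed values, limit read from the data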
# Target sequence (Q99873 whole entry, looked up): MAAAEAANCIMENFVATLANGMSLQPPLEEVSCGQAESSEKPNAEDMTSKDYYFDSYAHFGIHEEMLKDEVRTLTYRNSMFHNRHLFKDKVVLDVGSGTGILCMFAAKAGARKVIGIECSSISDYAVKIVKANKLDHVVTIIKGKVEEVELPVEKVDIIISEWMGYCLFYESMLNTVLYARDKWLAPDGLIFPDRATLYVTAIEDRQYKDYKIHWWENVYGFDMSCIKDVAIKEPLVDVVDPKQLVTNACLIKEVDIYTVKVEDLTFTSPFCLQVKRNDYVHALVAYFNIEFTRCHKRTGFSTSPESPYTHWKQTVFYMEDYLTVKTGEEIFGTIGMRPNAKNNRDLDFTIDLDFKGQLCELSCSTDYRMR
# TDP2 inh: TDP2 (human) inhibition, absorbance primary screen; O95551; recombinant TDP2, T5PNP hydrolysis, p-nitrophenol absorbance 415 nm; inhibition, % at 12.8 µM; hit rate 0.34% among 370,000;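 active means inhibition above the mean of all tested compounds plus 3 SD, set per campaign, cut at about 25% in these data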;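 further: 0% = DMSO with enzyme and 100% = buffer with substrate but no TDP2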
# Target sequence (O95551 whole entry, looked up): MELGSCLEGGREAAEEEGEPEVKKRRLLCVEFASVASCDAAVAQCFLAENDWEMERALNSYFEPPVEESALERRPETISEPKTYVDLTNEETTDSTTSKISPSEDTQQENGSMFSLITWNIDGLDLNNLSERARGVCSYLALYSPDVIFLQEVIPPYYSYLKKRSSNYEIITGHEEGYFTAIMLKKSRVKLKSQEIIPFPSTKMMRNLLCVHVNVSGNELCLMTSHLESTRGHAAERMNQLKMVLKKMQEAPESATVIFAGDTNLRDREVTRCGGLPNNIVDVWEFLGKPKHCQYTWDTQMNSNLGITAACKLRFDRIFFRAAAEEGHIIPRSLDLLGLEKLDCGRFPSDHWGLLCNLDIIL
#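 Evaluation: % inhibition relative to enzyme-containing and enzyme-free wells. Material: recombinant human TDP2. Benchmarks: enzyme-free and DMSO wells. Timing: enzyme reaction with compound for 2 h at 37 °C. Compound dosing: 12.8 µM only. Measured by: p-Nitrophenol epi absorbance. Reagent: T5PNP substrate at 5 mM, a TopII-DNA adduct mimic. Replication: single well per compound.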
# PG9 Ab binder: small molecules binding HIV-1 gp120 antibody PG9. TR-FRET gp120-PG9 antibody binding. inhibition, % at 6.7 µM. hit rate 0.43% among 360,000; in the data active means inhibition above about 8.5%
# HTRA1 inh: HTRA1 (human) protease inhibition; hit rate 0.5% among 340,000; inhibition, % at 5.96 µM; recombinant HTRA1, FP-rhodamine activity-based probe, fluorescence polarization; AID 504803; in the data active means inhibition above about 36%;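 further: 0% = enzyme with DMSO and 100% = wells lacking enzyme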
# SIAE inh: blocks human sialic acid acetylesterase. hit rate 0.69% among 370,000. AID 1053197. Q9HAT2. inhibition, % at 9.66 µM. SIAE FP-Rh probe binding, fluorescence polarization;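 active means inhibition above a cutoff: mean of compounds within the control limits plus 3 SD of those, cut at about 17% in these data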;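 further: 0% = plate median of compound wells and 100% = probe without SIAE protein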
# LEDGF integ inh: blocks HIV-1 LEDGF/p75-dependent DNA integration. TR-FRET IN-LEDGF/p75 DNA integration, Eu/Cy5. inhibition, % at 3.7 µM. hit rate 0.64% among 370,000;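 active means inhibition above the screen-wide mean plus 3 SD, cut at about 13% in these data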;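 further: signal is the Cy5 over europium emission ratio at 671 and 618 nm; 0% = plate median of compound wells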
# * marks the source's active call; other numbers are inactive results; . = not tested or not shown. Only part of the results is shown. The share of hits here may be higher or lower than overall.
# Each structure is followed by: TCR-CD3 inh	NR1D1 modulator	rCAG RNA binder	ABHD4 inh	PRMT1 inh	TDP2 inh	PG9 Ab binder	HTRA1 inh	SIAE inh	LEDGF integ inh
- COc1ccc(CNS(=O)(=O)NCc2ccc(OC)c(OC)c2)cc1OC
→ 12	-2	-2	-10	0	-3	-2.8	-3	5	2
- Cc1ccc2nc(-c3ccc4c(c3)OCCO4)cn2c1
→ 10	-2	1	2	3	9	-3.4	6	4	0
- Cc1onc(-c2ccccc2)c1CNS(=O)(=O)c1cccc(Br)c1
→ 3	9	1	-2	3	-2	-1.5	-8	7	-4
- COC(=O)C1CN(Cc2ccc(OC)cc2)CCS(=O)(=O)N1Cc1cn(Cc2ccc(Cl)cc2)nn1 (stereo not given)
→ .	6	7	1	2	-4	.	.	3	-4
- Clc1ccc(/C=C/c2nc(Cl)c(-c3ccc(Cl)cc3)c(Cl)n2)cc1
→ 3	-1	0	-4	-3	3	0.4	0	-3	2
- CN1OC[C@@H]2CN3C(=Nc4cc(C(F)(F)F)cc(C(F)(F)F)c4)Sc4ccccc4[C@@H]3C[C@@H]21
→ -5	0	2	-8	4	-4	-1.2	.	1	-3
- O=S(=O)(NCc1cccnc1)c1cccn1-c1ncc(C(F)(F)F)cc1Cl
→ 8	-1	-3	1	0	4	-2.3	-2	3	-1
- CC(=O)Nc1nc2ccc(C(=O)NCCOC(=O)C3CCCCC3)cc2s1
→ 3	-1	-1	-3	2	3	-2.0	-8	0	2
- COC(=O)c1c(NC(=O)CCCC(=O)O)sc2c1CCC2
→ -1	3	9	14	-3	8	0.6	-5	-3	1
- Cc1cc(C)nc(OC(C(=O)O)C(OCCc2ccccc2)(c2ccccc2)c2ccccc2)n1 (stereo not given)
→ 1	0	23	19	-2	1	-2.2	-4	1	-1
- CN(C)/C=C1\N=C(c2cccnc2Oc2ccc(Cl)cc2)OC1=O
→ 0	11	-6	2	0	2	-0.6	-4	0	3
- COc1ccc(C(=O)OCC(=O)Nc2c(C)n(C)n(-c3ccccc3)c2=O)cc1
→ 5	1	-1	-9	0	-20	-2.4	10	-13	0
- CCOc1ccc(S(=O)(=O)N(CC(=O)NC2CCCCC2C)Cc2ccco2)cc1 (stereo not given)
→ 6	1	-5	-5	0	-12	-0.3	-4	2	2
- COc1ccc(-c2cn3ccc4ccccc4c3n2)cc1
→ 1	1	3	3	0	4	-1.7	-16	1	-3
- O=C(Nc1cccc2ccccc12)C(=O)C1C(=O)Nc2ccccc21 (stereo not given)
→ -12	4	8	24	13	7	-4.5	5	10	-2
- Oc1cc(Nc2cccnc2)cc2cccnc12
→ -4	4	6	2	3	-9	-5.5	6	7	0
- CCC(C)C(=O)NCCc1ccc(S(N)(=O)=O)cc1 (stereo not given)
→ 6	7	1	2	-4	3	0.6	4	5	-1
- O=C1NC[C@@H](Cc2ccc(O)cc2)N(CCCCC2CCCCC2)C1=O
→ 3	-3	3	11	0	0	0.5	.	-3	6
- CC1CC(=O)Nc2cc([N+](=O)[O-])ccc2N1 (stereo not given)
→ -9	8	-1	-1	1	-2	-3.5	4	9	4
- COc1ccc(S(=O)(=O)N2CCC[C@H]2C(=O)NCc2ccc(Cl)cc2)cc1
→ 0	-7	-5	4	2	-1	-0.1	0	7	-1
- COc1ccc(N2CCN(CC(O)COC(c3ccccc3)c3ccccc3)CC2)cc1 (stereo not given)
→ -7	4	-8	3	0	-8	-2.3	7	-2	-5
- O=C(CSc1ccc2nnc(-c3cccs3)n2n1)N1CCOCC1
→ 7	-5	3	3	-3	2	0.8	3	2	1
- Cc1ccc(S(=O)(=O)N2CCN(C(=O)COC(=O)CNC(=O)c3ccc(Cl)cc3Cl)CC2)c(C)c1
→ -5	-4	-1	-1	-1	-1	0.9	1	11	0
- COc1cccc(C2=CC(=O)CCC2)c1
→ 10	-4	1	9	-2	1	-0.8	-8	-4	0
- COc1ccc(-c2csc3ncnc(N4CCN(S(=O)(=O)c5ccc(C(C)=O)cc5)CC4)c23)cc1
→ -2	0	8	-6	5	-4	1.1	-29	-16	0
- Cc1ccc(CC(=O)OC(C)C(=O)NC2CCCCC2C)cc1C (stereo not given)
→ 2	-3	-2	-1	0	1	1.2	11	1	-3
- Cc1ccc(CN2CCC(C(=O)NCCC(C)C)CC2)o1
→ -1	-2	-3	14	4	0	-2.1	5	7	3
- Cc1nn(-c2ccccc2)c(N2CCCC2)c1/C=N/NC(=S)Nc1ccccc1C(F)(F)F
→ -2	-5	8	54*	-1	-3	-1.6	-2	6	-1
- Cc1cc(=O)[nH]c(SCC(=O)Nc2ccc(C)c(S(=O)(=O)N3CCCCC3)c2)n1
→ -4	0	30	-17	16	-23	1.8	-3	-8	2
- CN(C(=O)NC1CCCCC1)[C@H]1C[C@H]2c3[nH]c4ccccc4c3CCN2C(=O)[C@H]1CO
→ 14	-7	25	7	33*	5	-4.8	4	-2	4
- Cc1ccc(CC(C)(O)CC(C)(O)Cc2ccc(C)cc2)cc1 (stereo not given)
→ 7	-5	0	-6	-3	1	-0.9	-20	-3	-3
- N#CC(C#N)=Cc1c[nH]c(=O)c(C#N)c1Nc1ccccc1
→ 0	-1	-4	4	6	-3	1.2	.	0	-5
- Cc1cccc(CN2CCN(Cc3ccc(-n4cccn4)cc3)CC2CCO)n1 (stereo not given)
→ 1	-1	-10	3	-10	-14	0.2	8	4	2
- CCCS(=O)(=O)c1c(S(=O)(=O)CCC)c2c3ccccc3ccn2c1C(N)=O
→ -2	4	6	-7	-4	-8	-1.2	1	-10	0
- CCCCc1nc2sc3c(c2c(=O)[nH]1)CC(C)(C)OC3
→ 2	3	0	5	-1	-16	-1.0	2	-12	-2
- COC(=O)/C=C1/SC(=Nc2ccc(C)cc2C)NC1=O
→ -2	-2	8	-9	-2	0	-1.7	0	0	2
- COc1cc(-c2nn3c(COc4ccccc4)nnc3s2)cc(OC)c1OC
→ 8	45*	6	-3	20	15	4.0	-2	10	-3
- O=C(NCC1CCCO1)C1c2ccccc2C(=O)N1Cc1ccc2c(c1)OCO2 (stereo not given)
→ -5	-2	4	-3	2	-11	0.7	3	-3	5
- CCOC(=O)c1nn(-c2ccccc2)c(C)c1C(C)=O
→ -6	9	-5	-3	1	-10	1.4	7	-3	1
- CC1=CS(=O)(=O)CC1Sc1nc(C)n[nH]1 (stereo not given)
→ -3	-1	-3	3	-3	7	-0.7	4	6	-2
- CC(C)C(=O)Nc1nnc(S(=O)(=O)N2c3ccccc3CC2C)s1 (stereo not given)
→ -4	1	0	-1	3	7	0.5	2	-8	-3
- CC(C)(C)c1ccc(C2CC2C(=O)N/N=C\c2cc3ccccc3nc2Cl)cc1 (stereo not given)
→ -10	1	5	-11	-3	-20	-0.1	-18	-3	2
- Nc1cc(-c2nc3ncccc3o2)ccc1Cl
→ 7	-5	1	-6	-6	5	0.5	-4	-1	-2
- CCc1ccc(NS(=O)(=O)c2ccc3c(c2)CCN3C(=O)CCC(=O)O)cc1
→ -2	4	13	-6	-2	-5	0.0	0	-6	6
- Cc1ccc(-c2csc3ncn(CC(=O)N4CCOCC4)c(=O)c23)cc1
→ -3	-1	0	10	-1	6	-1.8	-2	3	-1
- O=C(CNCc1ccccc1)NC1C2CC3CC(C2)CC1C3 (stereo not given)
→ 9	-2	-10	5	-3	-4	0.4	6	1	3
- CCCn1c(=O)c(C(=O)c2ccccc2)nc2ccccc21
→ 3	6	-2	-7	-1	2	-0.6	-3	2	-2
- COc1ccc(CNC(=O)c2ccc(CS(=O)(=O)c3ccc(Br)cc3)o2)cc1
→ 3	4	3	1	-2	0	0.0	-8	-7	-2
- COc1ccc(Cl)cc1NC(=O)C[n+]1ccccc1
→ -7	-2	-1	-3	-4	-15	0.5	2	5	5
- COc1ccc(C(=O)Nc2cc3c4c(c2)C(C)C(=O)N4CCC3)c(OC)c1 (stereo not given)
→ -9	5	0	0	0	-8	-0.9	-3	7	3

# Going on with the list.
# Each structure is followed by: TCR-CD3 inh	NR1D1 modulator	rCAG RNA binder	ABHD4 inh	PRMT1 inh	TDP2 inh	PG9 Ab binder	HTRA1 inh	SIAE inh	LEDGF integ inh
- Cc1ccc(NC2CCCN(C(=O)c3cn4cccc(C)c4n3)C2)cc1C (stereo not given)
→ 4	7	-7	2	-2	-2	-3.9	-3	0	-1
- CC(=O)Nc1ccc(S(=O)(=O)NCCc2ccc(S(N)(=O)=O)cc2)cc1
→ -3	-1	-2	-1	2	3	-0.3	5	-1	0
- C[C@H]1COc2cc(Br)ccc2S(=O)(=O)N1Cc1cn(CC2CCCCC2)nn1
→ .	3	0	-1	-3	4	.	.	-1	5
- CSc1cc(CS(=O)(=O)c2ccccc2)nc(-c2ccccc2)n1
→ -1	20*	-2	-2	1	14	-0.9	-10	-1	0
- O=C1NC2(CCCC2)N=C1c1ccc(Cl)cc1
→ -3	-1	2	-1	-1	-6	1.0	6	-1	2
- Cc1cc(=O)n2[nH]c(Nc3cccc(Cl)c3)nc2n1
→ -1	-1	0	2	2	-3	1.3	2	-6	-2
- CS(=O)(=O)N1CCC(C(=O)Nc2ccccc2Br)CC1
→ -5	-2	-6	-2	0	-5	-0.2	7	-2	-4
- COc1ccc(CN(CC(=O)NC2CCCC2)C(=O)CCC(=O)Nc2cc(C)on2)cc1
→ 11	-4	-6	-1	-1	7	-2.6	-1	-2	1
- Clc1ccc(CSc2ccc(-c3ccco3)nn2)cc1
→ -4	6	0	5	5	-2	0.3	-7	-5	-3
- CN(C(=O)c1ccc(NC(=O)Cc2ccc(NC(=O)C3CCCN(C(=O)CCc4ccccc4)C3)cc2)cc1)C1CC1 (stereo not given)
→ 1	0	1	1	3	1	-1.6	-7	2	1
- N#CCCN1CCNCC1
→ 1	-2	0	2	1	9	0.2	2	5	-1
- O=C(NNc1nc2c(F)cccc2s1)c1cc(=O)c2ccccc2o1
→ 8	-6	58*	39*	10	-6	-1.9	22	18*	-6
- COc1cc2c(C(=O)N3CCN(c4cccc(Cl)c4)CC3)cn(CC(C)C)c(=O)c2cc1OC
→ -3	-5	-4	-3	-2	-8	0.0	-12	-7	-1
- COc1ccc(NC(=S)NC(=O)Cc2ccccc2)c(OC)c1
→ -3	-2	-2	2	0	-4	-2.5	-12	0	-4
- O=C(O)CSc1nnc(-c2ccco2)o1
→ 3	0	-3	-6	-1	0	-0.8	1	0	0
- CC(=O)OCC1OC(Sc2cccc3cccnc23)C(OC(C)=O)C(OC(C)=O)C1OC(C)=O (stereo not given)
→ -1	-2	-3	-17	3	-1	2.9	-2	-6	-3
- COc1ccc(C(=O)COC(=O)C2COc3ccccc3O2)c(OC)c1 (stereo not given)
→ -6	1	2	-1	1	-6	-1.7	6	0	1
- OC(CN1C2=NCCN2c2ccccc21)c1ccc(Br)cc1 (stereo not given)
→ 1	9	6	-2	0	-1	-1.9	9	4	-1
- COc1cccc(/C=N/NC(=O)Cn2cnc3c2c(=O)n(C)c(=O)n3C)c1
→ -1	-7	-3	0	-3	4	-2.7	.	-5	-2

# Assay outcomes: PubChem, several laboratories
